From PubChem
PI5P4Ka inh: PI5P4K alpha (human) kinase inhibition | P48426 | PI5P4Kalpha enzyme, ADP-Glo luminescence, 60 min; stronger effect = lower value | max response, % | actives 1.2% (n = 330,000); active = max response of -50% or lower; inconclusive = between -30% and -50%; inactive = -30% or higher; also: value at the top dose of about 77 µM; % is scaled to controls: 0 for no effect and ±100 for the full control effect
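Reactions run in 0.038 M HEPES pH 7.4, 0.28 mM EGTA, 0.1% CHAPS and 5% DMSO, with PI5P4Kalpha, substrate, compound and 5 microM ATP final, one hour at room temperature. Readout is ADP-Glo luminescence.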
PLK1 PBD inh: blocks phosphopeptide binding to human PLK1 polo-box domain. Potency, µM, for the others: max response, negative = inhibition, actives largely listed as inhibitors. actives 2.8% (n = 360,000). Plk1 PBD binding of FITC phosphopeptide, fluorescence polarization. P53350; also: potency is read from the fitted curve at half-maximal effect; series mostly up to about 57 µM; % is scaled to controls: 0 for no effect and ±100 for the full control effect; nearly all actives have a fitted effect of over 65% in size
EPAC1 antag: antagonists of human EPAC1; AID 720709; EPAC1 GEF assay, Rap1b-BODIPY-GDP exchange fluorescence; actives 0.14% (n = 360,000); Potency, µM (series often up to 115 µM), inactives show at the top dose activity change, negative = inhibition, actives largely listed as inhibitors; O95398;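 also: potency is read from the fitted curve at half-maximal effect; plate controls were vehicle for no effect and positive control for full effect; nearly all actives have a fitted effect of over 50% in size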
CCT modulator: cytosolic chaperonin activity modulation; purified chaperonin ATPase assay, HTRF ADP detection, 30 min; activity change, % (no concentration beside the values), hits read low; actives 0.3% (n = 360,000); in the data active = activity change below about -30%; also: % is scaled to controls: 0 for no effect and ±100 for the full control effect
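ATPase activity: ADP formed was measured by HTRF Transcreener (665/615 nm ratio) after 30 min at 37 deg C with 10 uM ATP. Compounds screened at one 76 uM concentration against 40 or 20 nM TRiC in Tris pH 7.4/KCl/MgCl2/DTT buffer.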
MmCpn inh: M. maripaludis TRiC chaperonin inhibition. purified Mm-Cpn ATPase, ADP Transcreener TR-FRET. Potency, µM (series often up to 76.9 µM), for the others: at the top dose activity, negative = inhibition, most hits filed as inhibitors. actives 0.031% (n = 330,000). AID 504842; also: potency is read from the fitted curve at half-maximal effect; % is scaled to controls: 0 for no effect and ±100 for the full control effect; nearly all actives have a fitted effect of over 80% in size
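Reaction buffer contained 30 mM Tris pH 7.4, 100 mM KCl, 5 mM MgCl2 and 1 mM DTT. Mm-CPN (25 nM final) hydrolysed 10 uM ATP over 30 min at 37°C; ADP was read by HTRF.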
WRN helicase inh: WRN helicase (human) inhibition; Q14191; WRN helicase unwinding, fluorescent forked duplex, kinetic; Potency, µM (series often up to 114 µM), for inactives: top-dose activity change, negative = inhibition, hits mostly inhibitors; actives 0.46% (n = 360,000); AID 651768; also: potency is read from the fitted curve at half-maximal effect; % is scaled to controls: 0 for no effect and ±100 for the full control effect; nearly all actives have a fitted effect of over 55% in size
Target sequence (Q14191 whole entry, looked up): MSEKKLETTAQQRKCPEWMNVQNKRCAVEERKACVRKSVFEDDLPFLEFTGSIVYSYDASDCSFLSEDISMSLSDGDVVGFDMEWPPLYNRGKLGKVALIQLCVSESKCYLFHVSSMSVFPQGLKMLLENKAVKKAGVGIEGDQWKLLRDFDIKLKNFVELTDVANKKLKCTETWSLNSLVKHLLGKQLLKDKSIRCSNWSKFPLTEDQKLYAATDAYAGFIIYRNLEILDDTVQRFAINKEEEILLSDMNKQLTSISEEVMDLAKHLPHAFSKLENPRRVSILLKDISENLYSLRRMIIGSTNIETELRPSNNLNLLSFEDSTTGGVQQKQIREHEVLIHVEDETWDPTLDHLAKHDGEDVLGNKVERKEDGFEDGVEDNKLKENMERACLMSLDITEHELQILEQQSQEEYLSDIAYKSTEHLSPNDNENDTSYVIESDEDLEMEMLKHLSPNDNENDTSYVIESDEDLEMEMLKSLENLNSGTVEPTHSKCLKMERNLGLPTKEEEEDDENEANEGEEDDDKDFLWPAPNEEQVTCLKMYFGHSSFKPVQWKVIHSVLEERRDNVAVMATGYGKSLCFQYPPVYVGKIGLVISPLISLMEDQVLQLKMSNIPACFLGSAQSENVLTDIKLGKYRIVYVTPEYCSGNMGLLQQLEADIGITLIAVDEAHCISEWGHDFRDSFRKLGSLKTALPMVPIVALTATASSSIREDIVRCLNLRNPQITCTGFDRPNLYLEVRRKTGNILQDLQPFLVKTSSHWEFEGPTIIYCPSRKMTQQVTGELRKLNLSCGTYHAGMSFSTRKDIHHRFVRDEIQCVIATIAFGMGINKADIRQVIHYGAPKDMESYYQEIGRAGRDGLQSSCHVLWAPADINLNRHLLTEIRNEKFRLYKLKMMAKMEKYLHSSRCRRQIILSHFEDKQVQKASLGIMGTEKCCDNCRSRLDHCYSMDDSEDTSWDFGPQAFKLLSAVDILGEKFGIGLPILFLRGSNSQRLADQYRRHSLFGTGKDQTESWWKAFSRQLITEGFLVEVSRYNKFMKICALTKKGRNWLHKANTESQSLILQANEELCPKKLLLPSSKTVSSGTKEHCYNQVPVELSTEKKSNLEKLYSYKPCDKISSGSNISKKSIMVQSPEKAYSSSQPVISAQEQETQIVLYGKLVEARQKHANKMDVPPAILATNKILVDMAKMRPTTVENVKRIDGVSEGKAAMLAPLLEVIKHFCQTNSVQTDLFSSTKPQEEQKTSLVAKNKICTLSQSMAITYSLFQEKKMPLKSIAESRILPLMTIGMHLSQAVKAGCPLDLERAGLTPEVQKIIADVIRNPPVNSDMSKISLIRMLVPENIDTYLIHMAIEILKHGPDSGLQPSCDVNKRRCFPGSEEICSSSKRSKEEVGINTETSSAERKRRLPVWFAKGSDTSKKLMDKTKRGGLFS
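Kinetic red-fluorescence monitoring (525/598 nm) tracks WRN helicase activity after 100 nM fluorophore-quencher forked duplex and 2 mM ATP are added to 20 nM enzyme pretreated 15 min at room temperature with compound.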
EPAC1 ag: EPAC1 (human) agonism; O95398; EPAC1 agonist qHTS, biochemical assay; response scale: 100% = response to 6.5 mM cAMP; Potency, µM (doses to about 154 µM), for the others: at the top dose activation, usual class: activators; actives 0.073% (n = 360,000); AID 720707; also: potency is read from the fitted curve at half-maximal effect; nearly all actives have a fitted effect of over 60% in size
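Multi-concentration qHTS readout: loss of Rap1B-bound BODIPY-GDP fluorescence driven by 100 nM EPAC1 with excess GDP (50 uM), monitored kinetically at room temperature; agonist response expressed relative to 6.5 mM cAMP.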
EPAC2 antagonist: EPAC2 (human) antagonism; actives 0.18% (n = 360,000); Potency, µM (doses to about 114 µM), for the others: at the highest dose activity, negative = inhibition, most hits filed as inhibitors; EPAC2 GEF exchange of Rap1B-BODIPY-GDP, fluorescence; AID 720708; Q8WZA2; also: potency is read from the fitted curve at half-maximal effect; % is scaled to controls: 0 for no effect and ±100 for the full control effect; nearly all actives have a fitted effect of over 45% in size; many of its hits are not listed in these tables
The depositor's hits bear a star; ? = inconclusive; . = not tested or not shown; [ ] = dose if it differs, or a comment. Unless noted, calls follow the shape of the dose curve; as a rule, active = well fitted curve in the direction sought with a large enough effect; inconclusive = small, poorly fitted or top-dose-only effect, or another doubt; inactive = no such curve, though single readings can be large; an effect the other way counts as inactive or inconclusive.

The line under a structure holds: PI5P4Ka inh, PLK1 PBD inh, EPAC1 antag, CCT modulator, MmCpn inh, WRN helicase inh, EPAC1 ag, EPAC2 antagonist
> COc1ccc(NC2CCCN(C(=O)c3ccc(C)c(N4CCNC4=O)c3)C2)cc1 (stereo not drawn)
 : -2, -5%, -6%, 1.2, -6%, -18%, 6%, 19%
> COc1ccc(CNC(=O)CCSCc2ccccc2C)cc1
 : 2, -5%, 0%, -5.3, 0%, -4%, 1%, 3%
> COCCCNc1ccn2nc(-c3cccc(OCc4ccccc4)c3)cc2n1
 : 27, -10%, -21%, 0.1, ., -5%, -3%, -7%
> CCc1ccccc1NC(=O)C1CCN(S(=O)(=O)c2ccc3c(c2)N(C(C)=O)CCO3)CC1
 : 3, -3%, -1%, -0.9, -1%, 4%, -22%, 6%
> COc1ccc([N+](=O)[O-])cc1NC(=S)NC(C)=O
 : -15, 27µM*, 4%, -0.8, 0%, 3%, -5%, 9%
> Cc1ccc(N(C(=O)c2ccc3c(c2)OCO3)C2C=CS(=O)(=O)C2)cc1 (stereo not drawn)
 : ., -5%, 17%, -3.3, 0%, -4%, 11%, 5%
> NNC(=O)/C(=C/c1cccs1)NC(=O)c1ccccc1Cl
 : -6, -5%, -12%, -4.4, 1%, 3%, 2%, 4%
> CC(C)N(C(=O)NC(=O)NCC1CCCO1)S(C)(=O)=O (stereo not drawn)
 : ., -10%, -12%, 0.0, 1%, 1%, 6%, -4%
> Cc1ccc(-c2n[nH]c(=O)c3ccccc23)cc1S(=O)(=O)Nc1ccc(F)cc1
 : -21, -15%, -26%, 0.5, 2%, -13%, 8%, 4%
> Cc1c(C(=O)N(Cc2cccc(Br)c2)C2CCS(=O)(=O)C2)oc2ccccc12 (stereo not drawn)
 : 20, -12%, 8%, 0.3, 2%, -13%, 11%, -23%
> COc1ccc([N+](=O)[O-])cc1NC(=O)CSCc1ccc(Br)cc1
 : 6, -17%, ?, -4.9, 0%, -11%, 4%, -4%
> O=C(NNS(=O)(=O)c1ccccc1[N+](=O)[O-])c1cccc(Br)c1
 : -2, -21%, -13%, -3.1, 2%, 3%, -4%, 11%
> COC(=O)Cc1ccc(NC(=O)c2ccc(C(C)(C)C)cc2)cc1
 : 0, -12%, -1%, 3.0, -1%, -15%, 17%, -7%
> COc1ccccc1NS(=O)(=O)c1cc(N/C(=N\S(=O)(=O)c2ccccc2)c2ccc(F)cc2)ccc1Cl
 : 0, -3%, 5%, 3.2, -4%, -12%, -1%, -3%
> O=C(c1cccc(N2C(=O)c3ccccc3C2=O)c1)N1CCCC(C(F)(F)F)C1 (stereo not drawn)
 : 4, 0%, 5%, -2.4, -1%, -3%, 6%, 6%
> Cc1ccc(/C=N/NC(=O)c2ccc3nc[nH]c3c2)o1
 : -1, -2%, 4%, -0.9, 0%, -2%, -5%, 0%
> Cc1ccc(S(=O)(=O)C(CCC(=O)c2ccc(Cl)cc2)C(N)=O)cc1 (stereo not drawn)
 : -1, -5%, 8%, 0.4, 1%, 5%, -8%, 8%
> COc1ccc(CCNC2CC(=O)N(CCc3ccc(OC)c(OC)c3)C2=O)cc1OC (stereo not drawn)
 : -2, -14%, -1%, 2.5, 0%, -1%, 3%, 0%
> Cc1ccc(SCCN2CCC(O)CCC2=O)cc1 (stereo not drawn)
 : 2, -13%, -3%, -2.0, 3%, 0%, -16%, 7%
> O=C(CCNC(=O)c1ccc([N+](=O)[O-])cc1)NC1CCCc2ccccc21 (stereo not drawn)
 : 3, -10%, ?, -1.1, 0%, 4%, 1%, -4%
> C/C(CC(=O)NCc1ccco1)=N\NC(=O)Cc1cccc2ccccc12
 : -1, -1%, 17%, 1.8, -3%, 7%, 3%, 0%[57.1 µM]
> Cc1sc2ncnc(OCC(=O)N3CCN(S(=O)(=O)c4ccccc4)CC3)c2c1C
 : 3, -18%, -6%, -4.8, 0%, 12%, -2%, -4%
> CCc1cccc(CC)c1N1C(=O)COCC1=O
 : 2, 0%, -1%, 0.0, ., 8%, -10%, 4%
> O=C1c2ccccc2S(=O)N1c1cccc(F)c1 (stereo not drawn)
 : ?, 24µM*, 2%, -0.2, ., 4%, -12%, 7%
> Cc1ccc(C2=NOC3(CC(=O)N(c4ccccc4)C3=O)C2)cc1 (stereo not drawn)
 : 0, -15%, 3%, -1.2, 1%, 0%, 13%, 3%
> CCc1noc(C)c1C(=O)OC(C)C(=O)Nc1cc([N+](=O)[O-])ccc1OC (stereo not drawn)
 : 5, -11%, -20%, 1.7, 1%, 0%, 14%, -10%
> CCN(CC)CCCn1c(SCC(=O)NCC2CCCO2)nc2ccccc2c1=O (stereo not drawn)
 : -2, -1%, 4%, -0.5, 1%, 2%, -8%, 2%
> Clc1ccc2c(NCc3ccccn3)ncnc2c1
 : 4, -2%, -3%, 0.7, 0%, -2%, 9%, 2%
> COc1ccccc1C(=O)NCCCCNC(=O)c1ccccc1OC
 : -1, 7%, 9%, 1.0, ., 5%, 0%, 11%
> CC(C)N1C(=O)CC(Nc2ccc(N3CCOCC3)cc2)C1=O (stereo not drawn)
 : -3, -10%, 11%, 1.3, -1%, 7%, 8%, 1%
> COC(=O)c1cc(Cl)c(NC(=O)c2cc(OC)c(OC)c(OC)c2)cc1OC
 : ., 0%, 7%, 1.0, 3%, 8%, -4%, 8%
> Cc1ccc(C(=O)c2c(NC(=O)c3ccccc3C)sc(C)c2C)cc1
 : 10, -18%, -18%, -5.1, 3%, -18%, 11%, -14%
> CC[n+]1c(/C=C/c2ccc(OC)c(OC)c2)ccc2ccccc21
 : -4, -4%, 0%, 1.5, -3%, -2%, 13%, 8%
> CCSC1(SCC)N=C(N)C2(C#N)C(c3ccc(OC)c(OC)c3OC)C12C#N (stereo not drawn)
 : -5, 13µM*, 7%, -0.9, -2%, -22%, -2%, -3%
> c1n[nH]c(NC2=NCCC2)n1
 : 4, -13%, 13%, 1.8, 1%, -11%, 3%, 18%
> CN1CCN(CC(=O)Nc2nc3c(s2)CCCC3)CC1
 : 2, 3%, 11%, -0.9, 0%, 6%, -4%, 1%
> CC(C)C[C@H]1CNC(=S)N1C[C@H]1CCCN1C[C@H](Cc1ccccc1)N1C[C@H](Cc2ccc(O)cc2)N(CC2CCCCC2)C1=S
 : -12, 4%, -27%, -0.8, ., -9%, -13%, 13%
> O=C(Cc1ccc(F)cc1)N[C@@H]1c2ccccc2CC[C@@H]1O
 : 3, -9%, -4%, 0.7, -2%, -4%, 15%, 3%
> Clc1ccc(/C=N/Nc2nc(Cl)nc3ccccc23)cc1
 : -19, 0%, 9%, -0.1, 0%, -27%, -1%, 7%
> CCCCNC(=O)c1ccccc1SCC(=O)NC1CCCCCCC1
 : 1, -3%, -11%, 1.0, -1%, -4%, 4%, 0%
> CC1=NN(C(=O)c2csc(C)c2C)C(O)(C(F)(F)F)C1 (stereo not drawn)
 : -2, 5%, -3%, 0.8, 1%, -2%, -3%, 3%
> CC12CCCCC1(O)[N+](=O)C1=C(CCCC1)N2[O-] (stereo not drawn)
 : 2, -10%, 4%, -2.8, 1%, -6%, 7%, 5%
> CCOC(=O)N1CCN(C(=O)CSc2ccc(-c3ccccc3)nn2)CC1
 : 1, -29%, -2%, -1.6, 0%, 0%, 13%, -4%
> COc1ccc(S(=O)(=O)N2CCN(C)CC2)c(C)c1
 : 1, -4%, 26%, -1.6, 2%, -3%, 19%, -1%
> COc1ccc(CN2CC(=O)N(c3ccc(C)cc3)C2=S)cc1OC
 : 2, -7%, -1%, 0.0, -1%, 1%, -12%, -1%
> COc1ccc(CCN(C)c2ccc(C(N)=O)cc2[N+](=O)[O-])cc1OC
 : 3, -7%, 4%, -3.5, -1%, -4%, 3%, 2%
> Cc1cc(C)nc(Sc2ccc(C=O)cc2[N+](=O)[O-])n1
 : 3, -7%, -29%, 0.4, 3%, -6%, -11%, -3%
> CC(C)(C)C(=O)N1CCN(c2nc3ccccc3o2)CC1
 : 5, -1%, -1%, 1.2, 0%, -2%[57.1 µM], 8%, -4%
> O=C(CSc1nc(-c2ccco2)cc(C(F)(F)F)n1)Nc1ccc(C(=O)N2CCCCC2)cc1
 : -8, 0%, 5%, -0.3, 0%, 1%, -12%, 0%
> COc1ccc(CCNC(=O)c2ccc(CNS(=O)(=O)c3cc(C)ccc3C)cc2)cc1OC
 : 1, 0%, -5%, 2.5, -2%, -9%, 16%, -3%
> O=C(Nc1ccc(F)cc1F)N1CCN(C/C=C/c2ccccc2)CC1
 : 0, -2%, 3%, -3.9, 1%, 1%, 0%, 6%
> CCOC(=O)c1c(NC(=O)COC(=O)c2cnc(C)cn2)sc(C(=O)N(C)C)c1C
 : -7, -6%, -4%, -3.4, 0%, 1%, 8%, -3%
> CC(Sc1nncn1-c1ccccc1)C(=O)Nc1cccc([N+](=O)[O-])c1 (stereo not drawn)
 : -1, -4%, 4%, -5.6, -2%, -6%, 7%, -2%
> CC(Nc1ccc2c(c1)OCCO2)C(=O)N1CCc2ccccc21 (stereo not drawn)
 : -4, -2%, 4%, -1.1, -2%, 9%, 1%, 2%
> O=C(CN1C(=O)C(=O)N(CCC2=CCCCC2)C1=O)Nc1ccc(F)cc1F
 : 7, 5%, 1%, -2.1, -6%, 0%, -6%, 1%
> Cc1ccc(C(C)C)c(OCC(O)CN2CCN(CCO)CC2)c1 (stereo not drawn)
 : -9, -8%, 1%, 4.0, 0%, 7%, 7%, 11%
> CN(C)S(=O)(=O)c1ccc(C(=O)OCCN=C2NS(=O)(=O)c3ccccc32)cc1
 : 0, -5%, 8%, 0.3, 0%, 0%, 4%, 7%
> CNc1nc(SCC(=O)Nc2ccc(Cl)c(Cl)c2)nc(N2CCOCC2)n1
 : -4, -6%, -4%, 1.5, -1%, -5%, 5%, 5%
> COc1ccc(C(=O)Nc2nnc(S(=O)(=O)N3CCC(C)CC3)s2)cc1OC
 : 0, -18%, -19%, -0.4, -12%, -1%, -9%, -8%
> Cc1sc2ncn(CC(=O)NCC(=O)N3CCN(c4ccccc4F)CC3)c(=O)c2c1C
 : 0, -12%, -26%, 2.3, -1%, 1%, 8%, 3%

Part of the list above, showing only EPAC1 ag:
SMILES | EPAC1 ag
COCCCNc1ccn2nc(-c3cccc(OCc4ccccc4)c3)cc2n1 | -3%
CCc1ccccc1NC(=O)C1CCN(S(=O)(=O)c2ccc3c(c2)N(C(C)=O)CCO3)CC1 | -22%

Looked up above:
Under WRN helicase inh, CC1=NN(C(=O)c2csc(C)c2C)C(O)(C(F)(F)F)C1 (stereo not drawn) has the entry -2%
Under EPAC1 antag, COc1ccc(C(=O)Nc2nnc(S(=O)(=O)N3CCC(C)CC3)s2)cc1OC has the entry -19%
Under EPAC1 antag, CCCCNC(=O)c1ccccc1SCC(=O)NC1CCCCCCC1 has the entry -11%

A portion of the library; rates above refer to the full screens.
